Screening results deposited in PubChem BioAssay by several laboratories.
HePTP inh: blocks human HePTP tyrosine phosphatase | P35236 | recombinant HePTP phosphatase activity, OD absorbance | inhibition, % at 20 µM | 0.64% of 110,000 active | AID 521; in the data active means inhibition above about 50%;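 further: plate controls were vehicle for no effect and reference inhibitor for full effect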
Target sequence (P35236 whole entry, looked up): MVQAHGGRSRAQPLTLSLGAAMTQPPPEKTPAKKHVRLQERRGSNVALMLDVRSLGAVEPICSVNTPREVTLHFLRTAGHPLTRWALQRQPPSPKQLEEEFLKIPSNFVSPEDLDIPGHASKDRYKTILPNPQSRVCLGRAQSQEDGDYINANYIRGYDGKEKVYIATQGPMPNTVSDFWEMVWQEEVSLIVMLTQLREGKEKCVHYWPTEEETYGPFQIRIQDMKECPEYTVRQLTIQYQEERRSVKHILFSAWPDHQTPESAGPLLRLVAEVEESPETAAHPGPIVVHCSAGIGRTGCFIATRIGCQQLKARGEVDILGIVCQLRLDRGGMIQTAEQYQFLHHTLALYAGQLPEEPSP
BAP1 block: inhibitors of human BAP1 deubiquitinase; Q92560; recombinant BAP1, Ub-AMC hydrolysis fluorescence kinetic; hits give low values; activity remaining (% of control), % at 20 µM; 0.48% of 72,000 active;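 active means activity remaining at or below 50% of control, provided the compound also passes the data quality filters; inactive means the rest, including low values that fail the filters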;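 further: 100% = DMSO wells rate and 0% = substrate alone blank rate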
Target sequence (Q92560 whole entry, looked up): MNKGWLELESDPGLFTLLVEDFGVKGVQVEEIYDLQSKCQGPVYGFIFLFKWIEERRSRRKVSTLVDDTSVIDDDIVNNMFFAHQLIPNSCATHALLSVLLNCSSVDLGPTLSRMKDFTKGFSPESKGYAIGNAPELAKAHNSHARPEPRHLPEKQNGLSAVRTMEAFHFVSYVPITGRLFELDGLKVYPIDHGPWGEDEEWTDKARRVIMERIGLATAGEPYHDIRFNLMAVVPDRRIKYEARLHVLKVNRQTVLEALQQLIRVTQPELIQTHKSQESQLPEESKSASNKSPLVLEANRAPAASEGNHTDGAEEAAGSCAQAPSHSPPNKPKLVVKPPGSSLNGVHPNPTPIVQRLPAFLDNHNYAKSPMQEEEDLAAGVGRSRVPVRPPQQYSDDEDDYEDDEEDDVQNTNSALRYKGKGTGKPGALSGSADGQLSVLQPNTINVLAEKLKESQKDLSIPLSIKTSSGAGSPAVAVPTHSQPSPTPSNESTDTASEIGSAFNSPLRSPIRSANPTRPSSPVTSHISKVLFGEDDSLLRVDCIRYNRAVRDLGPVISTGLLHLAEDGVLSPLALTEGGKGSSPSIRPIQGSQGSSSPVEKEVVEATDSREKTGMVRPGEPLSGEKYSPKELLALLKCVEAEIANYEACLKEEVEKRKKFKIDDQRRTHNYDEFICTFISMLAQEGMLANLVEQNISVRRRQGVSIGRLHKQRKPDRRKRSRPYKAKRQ
The depositor's hits bear a star; nt = no result given; & = joins results of further samples. Rows were taken by chance; overall some 0.83% were active at least once.

SMILES	HePTP inh	BAP1 block
COc1cc(-n2c(C)nc3cc(C(=O)N4CCOCC4)ccc32)cc(OC)c1OC	nt	106
CCCNC(=O)CS(=O)Cc1nc(-c2cccc(OC)c2)oc1C (centres undefined)	6	99
CNS(=O)(=O)c1cccc2nsnc12	4	nt
Cc1c(NC(=O)c2ccc3c(c2)OCO3)cccc1-c1nc2ccccc2o1	5	111
C=CCSc1nc2c(c(=O)[nH]c(=O)n2C)n1CC	8	97
CCN(CC)c1ccc(NC(=O)Cc2ccc(Cl)cc2)cc1	15	nt
COc1ccc(C2CC(C(F)(F)F)n3nc(C(=O)N4CCN(c5ccc(F)cc5)CC4)c(Cl)c3N2)cc1OC (centres undefined)	4	nt
Cc1ccnc(-n2c(=O)c3cc4c(=O)n(-c5cc(C)ccn5)c(=O)c4cc3c2=O)c1	-14	nt
CC(=O)Nc1cc(-c2ccc(C)cc2)[nH]n1	0	nt
COc1ccc(NC(=O)NCCN2CCc3ccccc3C2)cc1	nt	91
CCC(C)(C)NC(=O)C(c1ccco1)N(C(=O)Cn1nnc2ccccc21)c1ccc2c(c1)OCO2 (centres undefined)	-7	93
CCCCOC(=O)C(C)c1c(C)[nH]c(=S)[nH]c1=O (centres undefined)	7	106
Nc1nnc(SCc2ccccc2Cl)s1	5	97
COc1ccc(OC)c(NC(=O)C2CC(C)=C(C)CC2C(=O)O)c1 (centres undefined)	9&2	111
Cc1ccc(CSc2nnnn2C)cc1	0	101
Cc1cc(C)n(S(=O)(=O)c2ccc3c(c2)C(=O)c2cc(S(=O)(=O)n4nc(C)cc4C)ccc2-3)n1	8	nt
CCC(CC)C(=O)Nc1cc(=O)n(C)c(=O)n1C	5	105
CCc1c(C)sc(NC(=O)c2ccc(OC)cc2)c1C(N)=O	-9	nt
Cc1nc(NS(=O)(=O)c2cccs2)c2c3c(sc2n1)CCC3	1	70
CCc1ccc(NC(=O)CCc2ccccc2)cc1	0	nt
CC1CCc2cc(F)ccc2N1C(=O)c1ccc2c(c1)OCO2 (centres undefined)	9	108
Cc1[nH]c2ccc(-c3n[nH]c(=S)n3C)cc2c1C	9	99
O=[N+]([O-])c1cc(-n2ncnc2-c2ccccc2C(F)(F)F)ccc1Cl	-6	nt
NS(=O)(=O)c1ccc(NC(=O)CSc2ccccn2)cc1	13	111
NC(=O)CN1CCOCCN(CC(N)=O)CCOCC1	-1	94&142
Next part:
SMILES	HePTP inh	BAP1 block
COc1cc(/C=N\NC(=O)c2c(C)nc3cc(C)ccn23)ccc1O	-1	nt
O=C(O)c1ccc2c(c1)C(=O)N(Nc1c(Cl)cc(Cl)cc1Cl)C2=O	4	nt
Cc1ccc(S(=O)(=O)N2CCN(CCO)CC2)cc1-c1nnc2c3ccccc3c(C)nn12	3	134
Cc1ccccc1/C=C1/SC(=Nc2ccc(F)cc2)NC1=O	4	nt
CCOC(=O)c1c(-c2ccc(OC)cc2)csc1NC(=O)C(C)C	-16	nt
Cc1onc(-c2ccccc2Cl)c1C(=O)Nc1cnn(Cc2ccccc2)c1	11	88
O=C1C2=C(c3ccccc31)C(c1ccncc1)Nc1ccc3ccccc3c12 (centres undefined)	10	nt
O=C(NC1CC2CCCC(C1)N2C(=O)NCc1ccccc1)C1CC1 (centres undefined)	8	110
COC(=O)c1c(-c2ccc(C)cc2)csc1N	-1	87
Cc1cc(C)c(NC(=O)COc2ccc(C)cc2Br)c(C)c1	2	nt
COC(=O)c1cc(NC(=O)c2cc3ccccc3o2)cc(C(=O)OC)c1	40	nt
Cc1ccc(C(C)n2cc(C(=O)NCCN3CCN(C)CC3)nn2)cc1 (centres undefined)	6	107
CCOc1ccc(C2C(=O)N(C3CCCCC3)CC(=O)N2CC2CCCO2)cc1OC (centres undefined)	12	106
COc1ccc(N2C(=O)NC(=O)/C(=C\c3cc(Br)c(OC)cc3OC)C2=O)cc1	3	nt
Cc1cc2oc3c(c(=O)c2cc1C)C(c1ccc(C(C)C)cc1)N(CCCN1CCOCC1)C3=O (centres undefined)	9	97
COc1ccc2c(CC(=O)OCC(=O)c3ccc(F)cc3)coc2c1	15	86
CCOC(=O)c1cnc(SCC(=O)c2ccc3c(c2)OCCO3)nc1N	4	106
Nc1ccc(O)cc1C(=O)OCC(=O)C12CC3CC(CC(C3)C1)C2	1	93
Cc1cc(C)c2cc3c(ccn3C3OC[C@H](O)[C@H](O)[C@H]3O)cc2n1 (some centres undefined)	10	79
COc1ccc2[nH]c3c(c2c1)CCCC3=O	5	nt
c1nnc(NC2=NCCCCC2)s1	3	115
COc1cc(C2NC(=O)NC(C)=C2C(=O)OC(C)(C)C)ccc1OCC(N)=O (centres undefined)	-4	115
CNC(=O)C(=O)Nc1ccc(C(C)C)cc1	1	nt
CCOc1ccc(C2C(C#N)=C(N)Oc3cc(C)n(Cc4ccco4)c(=O)c32)cc1OC (centres undefined)	4	102
CCOc1ccc(-n2c(O)c(C=C3C=CC=N3)c(=O)[nH]c2=O)cc1	3	nt
(cont.)
SMILES	HePTP inh	BAP1 block
COC(=O)CCCCCNc1ccc(C(=O)OC)cc1N	0	99
COCCCNCCOc1cc(C(C)C)ccc1C	-4	58
Cc1ccc(Cl)cc1N1CCN(C(=O)c2cc3c(=O)n(C)c4ccccc4c3n2C)CC1	13	98
CC(=O)Oc1ccc(-c2ccc(C(=O)O)cc2)cc1	3	100
COc1cccc(Nc2cc(C)nc3ccccc23)c1	7	86
CCOc1ccc(NC(=O)C(=O)NCC2CCNCC2)cc1	-4	nt
Cc1nn(C)cc1CN(C)C(=O)c1cc2nc(-c3ccco3)cc(C(F)(F)F)n2n1	2	69
Cc1ccc(F)cc1NC(=O)C1CCN(c2cnccn2)CC1	6	93
Cc1ccc(S(=O)(=O)/N=C(\CN2CCCCC2)N2CCOCC2)cc1	6	91
Clc1c(CSc2nc3ccccc3o2)nc2ccccn12	2	113
Cc1ccc(S(=O)(=O)N(Cc2ccc(C(=O)NCCSc3ccccn3)cc2)c2cccc(Cl)c2)cc1	4	nt
O=c1c2ccccc2oc2ncccc12	-4	70
COc1ccccc1/C=c1\sc2nc(-c3ccncc3)nn2c1=O	10	106
COc1cc(-c2nnc(N)s2)cc(OC)c1OC	-1	nt
CN(C)S(=O)(=O)c1ccc(C(=O)OCC(=O)c2ccc(OC(F)F)cc2OC(F)F)cc1	-2	134
Cc1ccc2cc(CN(CC(C)C)C(=O)C3CCCO3)c(=O)[nH]c2c1 (centres undefined)	-3	72
Cn1nc(-c2ccc(Cl)cc2)c2cc(C(=O)NCCCN3CCOCC3)sc21	0	100
C/C(=N\NC(=O)c1ccccn1)c1ccco1	0	nt
Cc1nn(CC(=O)Nc2ccccc2)c(=O)c2ccccc12	7&-8	67
CN1CCN(C(=S)NC(=O)c2ccc(Br)cc2)CC1	1	nt
CNC(=O)NC(=O)CSc1ccc(NC(C)=O)cc1	5	110
CC(C)CCNC(=O)C(=O)Nc1cccc(Cl)c1	7	nt
[O-][N+]12CC[N+]([O-])(CC1)c1ccccc12	4	94
COc1ccc(NC(=O)/C=C/c2ccccc2)c(OC)c1	-3	nt
O=C1CC(N2CCN(c3ccc(S(=O)(=O)N4CCCC4)cc3)CC2)C(=O)N1c1ccc(F)cc1 (centres undefined)	12	112
Next compounds
SMILES	HePTP inh	BAP1 block
Cc1cc(C(=O)O)c(-c2ccccc2)o1	1	nt
COc1ccc(C(=O)Nc2nc3ccc4nc(SC)sc4c3s2)cc1	nt	339
CC(=O)Nc1cccc(NC(=O)C2CCCN2C(=O)Nc2cccc(F)c2)c1 (centres undefined)	-9	99
O=C(O)c1cc([N+](=O)[O-])c(C(=O)O)cc1Oc1cc(Cl)c(Cl)cc1Cl	-2	nt
CCOc1ccc(N2C(=O)CC(Cc3cc(C)cc(C)c3)C2=O)cc1 (centres undefined)	1	nt
Cc1cccn2c(=O)c(/C=C3\SC(=S)N(Cc4ccccc4)C3=O)c(N3CCOCC3)nc12	-10	nt
COc1ccc(OC)c(NC(=O)COc2ccc(Cl)cc2)c1	nt	223
COc1cccc2sc(=NC(=O)c3ccc(S(=O)(=O)N4CCCc5ccccc54)cc3)n(C)c12	nt	105
CCN(CC)CCOC(=O)c1cccc(OC)c1	0	102
COc1ccc(/C=C/C(=O)c2ccc(Cl)cc2)c(OC)c1	10	nt
O=c1[nH]c(=O)n(C2CCCO2)cc1Br (centres undefined)	2	102
CCOc1ccccc1C1CC(=O)NC2=C1C(=O)CC(C)(C)C2 (centres undefined)	0	101
O=C(c1ccncc1)c1nccn1-c1ccccn1	0	nt
COc1ccc(-c2cc(C(=O)Nc3cccc(F)c3)c3ccccc3n2)cc1OC	11	nt
O=C(NN1C(=O)/C(=C/c2ccc(O)cc2)SC1=S)c1ccccc1Br	-11	nt
COc1cc(OC)cc(C(=O)Nc2c(C)ccc3nsnc23)c1	-13	nt
COc1cccc(OC)c1C(=O)N(C)CC(OC)OC	-11	nt
Cc1ccc(C(C(=O)NC2CCCCC2)N(C(=O)c2csnn2)C2CCCC2)o1 (centres undefined)	16	100
O=C(OCC(O)C(O)COC(=O)c1ccccc1)c1ccccc1 (centres undefined)	4	74
CCOc1cccc(OCCCNCCCOC)c1	1	90
COc1ccc(-n2nc3cc(C)c(NC(=O)COc4ccc(Cl)c(C)c4)cc3n2)cc1	0	nt
O=C1C2C3C=CC(C3)C2C(=O)N1c1ccncc1 (centres undefined)	5	94
O=C(NCc1ccco1)C(C(=O)c1ccc(F)cc1)n1ccccc1=O (centres undefined)	8	112
CCN(CC)C(=O)CSc1nnc(CCN)o1	3	108
COc1cc(C(=O)NCCC(=O)NCCN2CCOCC2)cc(OC)c1OC	11	124

Some of the entries so far, with two lines to a compound.
Every second line gives: HePTP inh | BAP1 block
CCOc1ccc(C2C(=O)N(C3CCCCC3)CC(=O)N2CC2CCCO2)cc1OC (centres undefined)
    12 | 106
COc1ccc(N2C(=O)NC(=O)/C(=C\c3cc(Br)c(OC)cc3OC)C2=O)cc1
    3 | nt
Cc1cc2oc3c(c(=O)c2cc1C)C(c1ccc(C(C)C)cc1)N(CCCN1CCOCC1)C3=O (centres undefined)
    9 | 97
COc1ccc2c(CC(=O)OCC(=O)c3ccc(F)cc3)coc2c1
    15 | 86
CCOC(=O)c1cnc(SCC(=O)c2ccc3c(c2)OCCO3)nc1N
    4 | 106
Nc1ccc(O)cc1C(=O)OCC(=O)C12CC3CC(CC(C3)C1)C2
    1 | 93
Cc1cc(C)c2cc3c(ccn3C3OC[C@H](O)[C@H](O)[C@H]3O)cc2n1 (some centres undefined)
    10 | 79
COc1ccc2[nH]c3c(c2c1)CCCC3=O
    5 | nt
c1nnc(NC2=NCCCCC2)s1
    3 | 115
COc1cc(C2NC(=O)NC(C)=C2C(=O)OC(C)(C)C)ccc1OCC(N)=O (centres undefined)
    -4 | 115
CNC(=O)C(=O)Nc1ccc(C(C)C)cc1
    1 | nt
CCOc1ccc(C2C(C#N)=C(N)Oc3cc(C)n(Cc4ccco4)c(=O)c32)cc1OC (centres undefined)
    4 | 102
CCOc1ccc(-n2c(O)c(C=C3C=CC=N3)c(=O)[nH]c2=O)cc1
    3 | nt
COC(=O)CCCCCNc1ccc(C(=O)OC)cc1N
    0 | 99
COCCCNCCOc1cc(C(C)C)ccc1C
    -4 | 58
Cc1ccc(Cl)cc1N1CCN(C(=O)c2cc3c(=O)n(C)c4ccccc4c3n2C)CC1
    13 | 98
CC(=O)Oc1ccc(-c2ccc(C(=O)O)cc2)cc1
    3 | 100
COc1cccc(Nc2cc(C)nc3ccccc23)c1
    7 | 86
CCOc1ccc(NC(=O)C(=O)NCC2CCNCC2)cc1
    -4 | nt
Cc1nn(C)cc1CN(C)C(=O)c1cc2nc(-c3ccco3)cc(C(F)(F)F)n2n1
    2 | 69
Cc1ccc(F)cc1NC(=O)C1CCN(c2cnccn2)CC1
    6 | 93
Cc1ccc(S(=O)(=O)/N=C(\CN2CCCCC2)N2CCOCC2)cc1
    6 | 91
Clc1c(CSc2nc3ccccc3o2)nc2ccccn12
    2 | 113
Cc1ccc(S(=O)(=O)N(Cc2ccc(C(=O)NCCSc3ccccn3)cc2)c2cccc(Cl)c2)cc1
    4 | nt
O=c1c2ccccc2oc2ncccc12
    -4 | 70

(more compounds)
SMILES	HePTP inh	BAP1 block
CC1CCc2c(sc(NC(=O)Nc3cccc(Cl)c3)c2C#N)C1 (centres undefined)	3	nt
Cc1cc(-c2ccc(F)cc2)nc2cc(C(N)=O)nn12	5&-1	nt
CCOC(=O)N1CCN(C2CC(=O)N(c3ccc(F)cc3)C2=O)CC1 (centres undefined)	5	100
O=C(CNC1CCCCC1)Nc1c2c(nc3ccccc13)CCC2	-2	nt
S=C(c1ccc(-c2ccc(Br)cc2)o1)N1CCCCC1	-8	nt
Cc1ccc2[nH]c(=O)c(CN(CCc3ccccc3)C(c3nnnn3Cc3ccco3)C(C)C)cc2c1 (centres undefined)	7	nt
Cc1ncc([N+](=O)[O-])n1CCO	3	131
CC(=O)c1cccc(S(=O)(=O)N2CCC(n3nnc4cc(F)ccc43)CC2)c1	8	85
CCOc1cc(C(=O)NC)cc(OCC)c1OCC	13	105
Cc1cc2nn(-c3ccccc3)nc2cc1NC(=O)COc1ccccc1	nt	272
O=C(CSc1ncnc2c1oc1ccccc12)NCc1ccco1	9	105
COc1ccc(OC)c(/C=C2/SC(=S)N(C)C2=O)c1	1	nt
COc1ccc(-n2nnnc2SCC(N)=O)cc1	5	65
CCC(=O)CC(O)(c1ccccc1)C(F)(F)F (centres undefined)	-2	nt
Cc1ccc(-c2ccc(=O)n(CC(=O)N3CCN(c4cccc(C)c4)C(C)C3)n2)cc1 (centres undefined)	0	96
Cc1ccc(-n2nc(C)c3cc(C(=O)O)sc32)cc1	-6	98
CCOc1ccc(N/C=C\C(=O)c2ccc(F)cc2)c([N+](=O)[O-])c1	2	nt
C=CCc1cc(/C=N/n2cnnc2)cc(OCC)c1O	10	83
Cc1noc(/C=C/N(C)C)c1S(=O)(=O)N1CCCC(C(=O)NC(C)c2ccccc2)C1 (centres undefined)	11	67
O=C(O)CC(C(=O)O)c1cn(Cc2ccccc2)c2ccccc12 (centres undefined)	5	nt
Cc1ccccc1OCCn1c(SCC(N)=O)nc2ccccc21	nt	60
Cc1cc(Br)cc(C)c1NC(=O)COc1ccccc1	3	nt
COC(=O)CNC(c1ccccc1)c1cc(Br)ccc1NC(=O)c1ccccc1Br (centres undefined)	nt	114
